Myeloid diff 2: compounds promoting myeloid differentiation; calls only at 10 µM; actives 1% (n = 360,000); ER-HoxA9 myeloid progenitors, lysozyme-GFP differentiation, flow cytometry; AID 624256;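 active = normalized GFP-positive differentiation at or above the plate's own cutoff, the solvent-only control mean plus 3 SD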;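 note: cells exposed to compound for four days before flow analysis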
PMI inhibition: human PMI inhibitors, high substrate, primary screen, biochemical, fluorescence intensity, high mannose 6-phosphate (AID 1220) | recombinant PMI enzyme, coupled fluorescence intensity; higher % means a stronger effect | inhibition, % at 20 µM; hits with a dose series show IC50 in µM | actives 0.66% (n = 190,000)
XIAP displacement: small molecules displacing peptide from XIAP – biochemical, IAP family, fluorescence polarization (AID 1018). actives 0.007% (n = 200,000). XIAP BIR domain, fluorescence polarization peptide displacement; higher % means a stronger effect. displacement, % at 20 µM; hits with a dose series show IC50 in µM; in the data active = displacement above about 50%; note: a part of the inactive calls stands beside numbers as strong as those of hits
TNAP activation fold: human TNAP enzyme activators, primary screen, biochemical, luminescent, no phosphate acceptor, uHTS (AID 1001) | purified TNAP, luminescent activation assay, no phosphate acceptor; higher activation fold means a stronger effect | activation fold at 20 µM; hits with a dose series show EC50 in µM | actives 0.03% (n = 200,000); in the data active = activation fold from about 3, or a potency from the dose series; inactive = the rest, 99 in 100 with activation fold below about 1.6; note: many of its hits are not listed in these tables
M1AAP inhibition: malaria alanyl aminopeptidase activity blockers – biochemical, fluorogenic H-Leu-NHMec substrate, 1536-well (AID 1445) | actives 0.42% (n = 220,000) | inhibition, % at 30 µM; hits with a dose series show IC50 in µM | recombinant M1AAP, H-Leu-NHMec fluorogenic kinetic assay; higher % means a stronger effect;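 active = primary inhibition above the hit cutoff, then over 50% inhibition at one or more dose response concentrations, cut at about 23% in these data, passing the limit was not always enough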;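 note: plate controls were DMSO full reaction for no effect and no enzyme background for full effect; strong numbers were not always called active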
human PMI inhibition: MPI enzyme activity inhibition – biochemical, fluorescence intensity, coupled assay, primary screen (AID 1209); purified PMI enzyme, coupled fluorescence intensity; higher % means a stronger effect; inhibition, % at 20 µM; hits with a dose series show IC50 in µM; actives 0.42% (n = 190,000);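 note: plate controls were DMSO vehicle for no effect and wells lacking substrate for full effect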
LYP inhibition: inhibitors of LYP phosphatase, biochemical, fluorescence intensity, uHTS (AID 1779); recombinant LYP phosphatase, fluorescence intensity; higher % means a stronger effect; one-dose inhibition, % at 11.5 µM; IC50 in µM for titrated hits; actives 0.054% (n = 290,000);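 note: plate controls were vehicle with enzyme for no effect and no enzyme for full effect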
CSM14.1 death rescue: rescue of cells from ER stress-induced death, primary screen, 384-well, CSM14.1, thapsigargin, ATP luminescence (AID 1222); CSM14.1 thapsigargin-induced death rescue, ATP luminescence; higher % means a stronger effect; cellular ATP content (survival), % at 20 µM; hits with a dose series show EC50 in µM; 190,000 tested, under 10 active;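 active = EC50 below 50 µM in the dose-response confirmation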;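 note: death triggered by thapsigargin at about 15 µM added after 2 h compound pretreatment; cell ATP read after overnight thapsigargin exposure of roughly 18 to 22 hours; normalized against plate controls of thapsigargin alone and 5% DMSO vehicle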
M17LAP inhibition: P. falciparum M17LAP inhibitors, primary screen, biochemical, fluorogenic H-Leu-NHMec substrate, 1536-well (AID 1619) | actives 0.38% (n = 220,000) | recombinant M17LAP, H-Leu-NHMec fluorogenic kinetic assay; higher % means a stronger effect | one-dose inhibition, % at 30 µM; IC50 in µM for titrated hits;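 active = compound inhibiting the enzyme by more than half at any dose during confirmatory dose-response retesting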;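 note: plate controls were full reaction with DMSO carrier for no effect and no enzyme background for full effect; strong numbers were not always called active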
Myeloid diff 2 GFP+ MAC1+ %: second read-out of Myeloid diff 2, no call of its own (marks repeat the call); GFP+ MAC1+ double positive, %; measured here: differentiation confirmed by MAC1 staining
* hit, by the source's call; i = inactive; / = no result given; + = active, no number. Cut-off read from the data, not from the text of the source, unless noted: active = inhibition above about 50%; inactive = the rest. Rows were taken by chance (roughly 2.7% active in at least one column).

Structure	human PMI inhibition	XIAP displacement	LYP inhibition	PMI inhibition	TNAP activation fold	CSM14.1 death rescue	Myeloid diff 2 GFP+ MAC1+ %	M1AAP inhibition	Myeloid diff 2	M17LAP inhibition
CS(=O)(=O)N(CC(O)Cn1c2ccccc2c2ccccc21)c1cccc2ccccc12 (stereo not drawn)	27%	-4.3%	8%	25%	1	0.6%	0.8	-5%	i	-13%
Cc1nn(-c2ccc(Cl)cc2)c2[nH]c(=O)c(CNCc3ccc4c(c3)OCO4)cc12	-8%	-6.2%	-3%	-9%	1.2	-0.5%	4.8	-4%	i	-6%
Oc1cccc(CCC2CCCCN2Cc2cn[nH]c2-c2ccc3c(c2)OCO3)c1 (stereo not drawn)	5%	-3.5%	-3%	4%	1	-1.7%	0.6	-1%	i	11%
Cc1ccc(C(C(=O)NC(C)(C)C)N(Cc2ccccc2)C(=O)c2snc(C(N)=O)c2N)o1 (stereo not drawn)	-9%	-9.8%	0%	-5%	1	-2.8%	0.2	16%	i	-1%
COc1ccc(-c2ccc(CCC(=O)O)n2NC(=O)c2cccs2)cc1	-14%	-2.1%	-1%	-15%	1.1	2.1%	1.3	1%	i	15%
Cc1cccc(N=C2NC(=O)/C(=C/c3cccs3)S2)c1	-8%	-3.0%	1%	-3%	0.8	-4.6%	0.3	13%	i	17%
O=C(Nc1cccnc1)c1ccc(COc2ccccc2Br)o1	5%	-5.3%	0%	5%	1.1	/	7.7	7%	i	10%
CCOc1ccccc1NC(=O)c1cccc(NC(=O)CC(c2ccccc2)c2ccccc2)c1	17%	-0.5%	6%	17%	1.2	-1.1%	10	2%	i	0%
O=[N+]([O-])c1cc(C(F)(F)F)ccc1NN=C1CCCC1	-7%	-5.3%	0%	0%	1	22%	1.6	3%	i	2%
Cc1oc2cc(OC(=O)c3ccco3)ccc2c(=O)c1-c1nc2ccccc2n1C	-8%	-6.0%	2%	-5%	1	-2.9%	0.3	5%	i	9%
Cc1ccc2nc(-c3ccc(N4C(=O)CC(N5CCCC(C)C5)C4=O)cc3)sc2c1 (stereo not drawn)	5%	-9.3%	-6%	-1%	1	-1.8%	/	6%	/	19%
C=CCn1c(SCc2nc3scc(-c4ccccc4)c3c(=O)[nH]2)nnc1-c1ccccc1F	3%	-14%	2%	1%	1.4	1.3%	0.5	5%	i	3%
Cc1cc(C)nc(SCc2cc(=O)c(OC(=O)c3cc([N+](=O)[O-])ccc3Cl)co2)n1	9%	-3.1%	-7%	17%	1.1	-0.1%	0.5	3%	i	2%
COC(=O)c1cccc(NC(=O)Cn2nnc3ccccc32)c1	-1%	-7.9%	-13%	-3%	1	2.2%	0.8	3%	i	8%
CCOC(=O)c1c(-c2ccc(C)cc2C)csc1NC(=O)CSc1nnnn1C	23%	-12%	7%	24%	1.1	11%	11	5%	i	0%
CC(C)N1C(=S)SC(C)(C)C1NO (stereo not drawn)	4%	-2.3%	-1%	12%	1.2	-0.4%	1.5	-1%	i	2%
CCOC(=O)N1CCC(NC(=O)c2cnn3cccnc23)CC1	0%	-6.8%	1%	-6%	1.1	-4.5%	0.9	2%	i	3%
CC(=O)N1CCN(Cc2nc3cc(NC(=O)c4cccc(Br)c4)ccc3n2C)CC1	/	/	-8%	/	/	/	0.9	5%	i	7%
CC(C)CC(NC(=O)C1CCC(C)CC1)C(=O)Nc1ccc2c(c1)OCCO2 (stereo not drawn)	6%	-1.7%	-1%	15%	1.3	1.1%	1.8	9%	i	1%
COc1ccc(CCCc2nnc(SCC(=O)Nc3cccc(C)c3)o2)cc1	19%	-23%	-5%	14%	1.3	-0.3%	0.8	7%	i	3%
CCC(=O)NC(=S)Nc1ccc(NC(=O)c2ccc([N+](=O)[O-])cc2Cl)cc1	24%	-0.2%	-2%	15%	1.1	-4.5%	0.2	3%	i	9%
COc1cccc(NC(=O)Nc2cccs2)c1	-15%	-5.0%	-1%	9%	1.1	-3.2%	0.4	6%	i	21%
O=C1CC(SC(=Nc2ccccc2)Nc2ccccc2)C(=O)N1c1cccc(Cl)c1 (stereo not drawn)	22%	-3.8%	6%	19%	1	-0.3%	0.6	5%	i	-1%
Cc1cc(C)nc(SCc2ccc(C(=O)N/N=C3\CC(C)CC(C)(C)C3)cc2)n1 (stereo not drawn)	4%	-4.3%	-3%	9%	1.1	5.1%	1.4	2%	i	-2%
CN(CCc1ccccn1)C1CC(=O)N(c2ccc(Cl)cc2)C1=O (stereo not drawn)	-9%	-5.1%	-6%	-13%	1.2	-0.7%	0.7	1%	i	3%
N#Cc1ccc(CSc2nnc(Nc3ccccc3)s2)cc1	1%	-4.6%	-1%	4%	1.1	0.7%	1.7	2%	i	-1%
COc1cccc2sc(Nc3nc(-c4ccncc4)cs3)nc12	-21%	0.7%	-1%	-19%	1	0.2%	/	0%	/	-3%
CCCC(=O)Nc1ccc(Cl)c(NC(=O)c2ccc([N+](=O)[O-])cc2Cl)c1	14%	-8.1%	-6%	12%	1	3.8%	1.0	9%	i	20%
Cc1cc(=O)[nH]c(SCC(=O)Nc2ccccc2[N+](=O)[O-])n1	/	/	-2%	/	/	/	0.2	-1%	i	5%
Cc1ccc(S(=O)(=O)N2CCN(C(=O)N(C)C)CC2)cc1C	3%	-4.8%	-5%	-4%	1	-0.6%	0.9	17%	i	-1%
Cc1sc(NC(=O)c2ccco2)c(C(Nc2ccccn2)c2ccccc2)c1C (stereo not drawn)	15%	-5.0%	8%	10%	1.1	1.9%	0.6	1%	i	-1%
O=c1cc(NCc2ccccc2)nc2ccccn12	-4%	-2.0%	-7%	0%	1.1	3.0%	0.2	1%	i	1%
O=C(Nc1ccon1)c1sc2cc(F)ccc2c1Cl	-2%	-7.9%	-3%	-6%	1.1	-1.9%	0.6	5%	i	1%
CCC1C/C(=C\c2cccnc2)C(=O)/C(=C/c2cccnc2)C1 (stereo not drawn)	16%	-0.1%	6%	11%	1.2	-0.3%	0.5	7%	i	15%
COC(=O)c1sccc1NC(=O)c1c(-c2ccccc2)noc1C	17%	-9.1%	-6%	1%	1.1	2.9%	0.4	4%	i	0%
CCOC(=O)CNc1cccc(C(F)(F)F)c1	-3%	-8.5%	-8%	-8%	1.1	/	0.6	2%	i	3%
CC1CCCC(C)N1C(=O)COc1ccc(C(=O)Nc2ccccc2N2CCOCC2)cc1 (stereo not drawn)	-1%	-5.3%	-6%	-2%	1.1	0.8%	0.8	6%	i	-3%
Cc1c(C)c2cc(Cl)c(O)c(CN(C)C)c2oc1=O	5%	-8.9%	-58%	-1%	1.1	-2.9%	0.8	15%	i	i
O=c1oc2c3c4c(cc2c2c1CCC2)OCCN4CCC3	-2%	7.9%	-2%	33%	1.3	0.6%	1.3	7%	i	-43%
COc1cccc(OCCOCCN(C)CCO)c1	4%	-4.2%	-6%	1%	1.1	-0.4%	0.9*	2%	+	3%
COc1ccc(/C=C(/NC(=O)c2ccc(C)cc2)C(=O)NCC2CCCO2)cc1 (stereo not drawn)	-2%	-8.2%	4%	-4%	0.9	/	0.7	-1%	i	0%
CC(=O)CCC(=O)OCC(=O)c1ccc(C(F)(F)F)cc1	/	/	-6%	/	/	/	0.2	-1%	i	-1%
CN=C1SC(CC(=O)Nc2c(C)cccc2C)C(=O)N1/N=C/c1cccs1 (stereo not drawn)	-6%	-4.0%	0%	-7%	1.1	-1.8%	0.6	3%	i	-3%
CS(=O)(=O)c1ccc(Cl)c(NC(=O)Cc2ccccc2F)c1	10%	-1.1%	-8%	0%	1.1	-1.5%	0.1	2%	i	7%
Cc1cccc(NC(=S)NC(NC(=O)OCc2ccccc2)C(Cl)(Cl)Cl)c1 (stereo not drawn)	6%	-2.6%	0%	0%	1.1	-1.5%	6.3	10%	i	-12%
Fc1ccccc1Oc1nc(-c2ccncc2)nc2ccccc12	/	/	-4%	/	/	/	0.2	11%	i	3%
CC(C)(C)c1cc(C(=O)N/N=C/c2ccc(O)cc2)n(-c2ccccc2)n1	-4%	-1.7%	10%	-5%	1.2	-2.2%	0.5	5%	i	-1%
Cc1ccc(-n2c(CCc3ccccc3)nnc2SCC(=O)NCc2ccccc2)cc1C	5%	-3.0%	-2%	4%	1.2	-0.2%	1.5	2%	i	-6%
Cc1ccc(N(CN2C(=O)C3CC=CCC3C2=O)C(=O)c2ccco2)cc1Cl (stereo not drawn)	14%	-0.8%	-9%	16%	1.1	-0.6%	1.8	-7%	i	-11%
CC[n+]1ccc(C)c2cc(SC(F)(F)F)ccc21	-15%	-6.1%	-2%	1%	1.1	1.1%	0.1	8%	i	-5%
CCn1c(SCCC(=O)Nc2ccccc2)nnc1-c1ccc(OC)cc1	-1%	-3.1%	2%	0%	0.9	-0.1%	1.4	11%	i	-5%
Cc1ccc(N2CCN(C(=S)c3ccc(-c4cccc([N+](=O)[O-])c4)o3)CC2)cc1	6%	-6.8%	8%	26%	1.1	-1.3%	0.3	-4%	i	-6%
O=C(COC(=O)c1cccnc1Cl)Nc1cc(S(=O)(=O)N2CCCCC2)ccc1Cl	5%	-5.1%	-1%	6%	1	-0.2%	0.3	5%	i	2%

Six records picked at random from those above:
Structure	human PMI inhibition	XIAP displacement	LYP inhibition	PMI inhibition	TNAP activation fold	CSM14.1 death rescue	Myeloid diff 2 GFP+ MAC1+ %	M1AAP inhibition	Myeloid diff 2	M17LAP inhibition
CC1CCCC(C)N1C(=O)COc1ccc(C(=O)Nc2ccccc2N2CCOCC2)cc1 (stereo not drawn)	-1%	-5.3%	-6%	-2%	1.1	0.8%	0.8	6%	i	-3%
CCOC(=O)N1CCC(NC(=O)c2cnn3cccnc23)CC1	0%	-6.8%	1%	-6%	1.1	-4.5%	0.9	2%	i	3%
CC(=O)CCC(=O)OCC(=O)c1ccc(C(F)(F)F)cc1	/	/	-6%	/	/	/	0.2	-1%	i	-1%
COc1ccc(-c2ccc(CCC(=O)O)n2NC(=O)c2cccs2)cc1	-14%	-2.1%	-1%	-15%	1.1	2.1%	1.3	1%	i	15%
CCOC(=O)c1c(-c2ccc(C)cc2C)csc1NC(=O)CSc1nnnn1C	23%	-12%	7%	24%	1.1	11%	11	5%	i	0%
CC(C)N1C(=S)SC(C)(C)C1NO (stereo not drawn)	4%	-2.3%	-1%	12%	1.2	-0.4%	1.5	-1%	i	2%

Compound activity deposited in PubChem by several laboratories.
